# b-catenin transl = beta-catenin nuclear translocation modulation. HeLa beta-catenin nuclear translocation, immunofluorescence imaging. nuclear translocation activity, % at 5 µM. hit rate 0.3% among 190,000. AID 1665;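 active = nuclear translocation activity above 50% at 5 µM, with a well cell count of 50 or more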;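 also: per-cell ratio of nuclear to cytoplasmic median beta-catenin stain intensity; plate controls were DMSO negative control for no effect and GSK-3 inhibitor IX positive control for full effect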
#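 Read-out: Nuclear/cytoplasmic beta-catenin signal ratio, % activation | Assay system: Human HeLa cell line | Times: 24 h compound exposure at 37°C, 5% CO2 | Signal: Fluorescence imaging of beta-catenin antibody stain plus DAPI | Dosing: 5 µM primary, 0.02–20 µM confirmation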
# PMI inhibitors = MPI enzyme activity inhibition – biochemical, fluorescence intensity, coupled assay, primary screen (AID 1209); purified PMI enzyme, coupled fluorescence intensity; higher % means a stronger effect; inhibition, % at 20 µM; hits with a dose series show IC50 in µM; hit rate 0.42% among 190,000; in the data active = inhibition above about 50%;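 also: plate controls were DMSO vehicle for no effect and wells lacking substrate for full effect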
# MT stabilize HCS = microtubule stabilization, imaging screen. hit rate 0.83% among 200,000. HeLa tubulin immunostaining HCS, 24 h; share of cells brighter than vehicle mean+2SD. % tubulin-high responders, % at 10 µM. AID 2205;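 active = plate Z-score above 3 for both tubulin-high and condensed-nucleus cell shares, with cell loss under 80%, at 10 µM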;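 also: anti alpha tubulin signal scored within the nucleus-defined area of each cell; some results filed as inactive read as strong as hits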
# TNAP activators = stimulation of alkaline phosphatase TNAP activity – biochemical, luminescent, no phosphate acceptor, uHTS, primary screen (AID 1001). hit rate 0.03% among 200,000. purified TNAP, luminescent activation assay, no phosphate acceptor; higher activation fold means a stronger effect. one-dose activation fold at 20 µM; EC50 in µM for titrated hits; in the data active = activation fold from about 3, or a potency from the dose series; inactive = the rest, 99 in 100 with activation fold below about 1.6; also: many of its hits are not listed in these tables
# Dynein cargo inh = dynein cargo transport inhibition. 3617.4 mouse cells, GR-EGFP nuclear translocation imaging; test concentration mostly 20 µM; stimulated with dexamethasone, 1 µM; active compounds read low. z-score, hits read low. hit rate 0.47% among 220,000. AID 1381;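 active = plate z-score of nuclear minus cytoplasmic receptor signal below a set negative limit, without overly bright fluorescence or cell loss, cut at about -3.5 in these data, passing the limit was not always enough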;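 also: z-score of nuclear minus cytoplasmic ring GR-EGFP intensity difference per well; some compounds called inactive have numbers as strong as hits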
#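 Buffer or medium: tetracycline-free induction medium containing charcoal-stripped FBS / Reagent: dexamethasone agonist, 1.0 µM final, for 30 min / Technique: automated 10x imaging of fixed Hoechst-stained cells / Times: induction 48 h, compound 1 h, agonist 30 min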
# T cell HTS = T cell immune modulation candidate | AID 2052 | 2C CD8+ T cell-vesicle binding, flow cytometry; active compounds read low | calls only at 7 µM | hit rate 0.068% among 330,000;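 active = response, share of CD8 T cells binding vesicles, and their 90th percentile fluorescence all below set limits, cut at about 80% in these data, passing the limit was not always enough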
#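 Assay system: 2C TCR transgenic mouse naive CD8+ T cells, MACS-purified | Read-out: CD8+ gate FL2 mean fluorescence as % of same-row positive control | Signal: High-throughput flow cytometry with anti-B7-1 and anti-CD8 staining | Timing: Binding step 1.5 h, 37 °C, antibody labelling 20 min, ice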
# Myeloid diff 2 = promotes myeloid progenitor differentiation | calls only at 10 µM | ER-HoxA9 myeloid progenitors, lysozyme-GFP differentiation, flow cytometry | hit rate 1% among 360,000;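 active = normalized GFP-positive differentiation at or above the plate's own cutoff, the solvent-only control mean plus 3 SD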;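 also: cells exposed to compound for four days before flow analysis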
# Insulin prom up = MIN6 insulin promoter up-regulation; z-score at 5 µM; AID 1625; MIN6 insulin promoter-GFP reporter, high-content imaging; active compounds read high; hit rate 0.3% among 190,000;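 active = z-score above 3 at 5 µM with at least 500 cells counted in the well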
# Hep lipid drop = modulators of hepatic lipid droplet formation; AML12 mouse hepatocytes, oleate lipid droplets, BODIPY imaging; inhibition, % at 6.5 µM; hit rate 0.4% among 240,000; AID 1656;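 active = lipid droplet intensity inhibited by at least 50%, with more than 500 cells counted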
#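 Assay system: AML12 hepatocytes (mouse) / Also added: 100 µM oleic acid challenge / Times: overnight treatment with compound plus oleate / Detection: high-content imaging of BODIPY-stained droplets and DAPI nuclei / Evaluation: % inhibition of lipid droplet signal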
# Dynein cargo inh cytoplasmic EGFP = recorded beside Dynein cargo inh, whose call it bears; z-score; measured here: cytoplasmic GR-EGFP intensity; active compounds read high
# Dynein cargo inh nuclear GR-EGFP = also measured in Dynein cargo inh; calls as there; z-score; measured here: nuclear GR-EGFP intensity;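 lower value marks the stronger effect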
# Dynein cargo inh cell count = recorded beside Dynein cargo inh, whose call it bears; z-score; measured here: cell count per field
# Insulin prom up cell count = further read-out of Insulin prom up, marked with its call; cell count; measured here: cytotoxicity, nuclei count;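 total cells summed across four imaged fields per well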
# Hep lipid drop cells 6.5 µM = recorded beside Hep lipid drop, whose call it bears; cell count; measured here: cell count, cytotoxicity flag;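 cells counted across two imaged fields per well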
# b-catenin transl cell count 5 µM = further read-out of b-catenin transl, marked with its call; cell count; measured here: cell count, cytotoxicity flag
# T cell HTS vesicle-bound % = second read-out of T cell HTS, no call of its own (marks repeat the call); double positive events, %; measured here: CD8+ vesicle-bound cell fraction;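 binding gate set so that unloaded-vesicle control wells show 10% double positive cells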
# MT stabilize HCS Hoechst-high % = also measured in MT stabilize HCS; calls as there; % Hoechst-high responders; measured here: nuclear condensation Hoechst responders;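 share of cells brighter than vehicle mean plus two SD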
# MT stabilize HCS cytotoxicity % = recorded beside MT stabilize HCS, whose call it bears; toxicity, %; measured here: cytotoxicity by cell density;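 0% = mean cell density of plate MIN control wells and 100% = no cells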
# Myeloid diff 2 GFP+ MAC1+ % = recorded beside Myeloid diff 2, whose call it bears; GFP+ MAC1+ double positive, %; measured here: differentiation confirmed by MAC1 staining
# * = called active by the depositor; i = inactive; · = no result given. Rows were taken by chance; any-hit rate near 3%.
No.	Compound	b-catenin transl	b-catenin transl cell count 5 µM	PMI inhibitors	MT stabilize HCS	MT stabilize HCS Hoechst-high %	MT stabilize HCS cytotoxicity %	TNAP activators	Dynein cargo inh	Dynein cargo inh cytoplasmic EGFP	Dynein cargo inh nuclear GR-EGFP	Dynein cargo inh cell count	T cell HTS	T cell HTS vesicle-bound %	Myeloid diff 2	Myeloid diff 2 GFP+ MAC1+ %	Insulin prom up	Insulin prom up cell count	Hep lipid drop	Hep lipid drop cells 6.5 µM
1	CCC(=O)c1ccc(OCC(O)CN(CCc2ccccc2)Cc2ccccc2)cc1 (stereo not drawn)	·	·	12.8%	3.1	1.9	9.6	1	0.146	0.51	0.718	0.539	i	55.7	i	3.3	-1.15	732	·	·
2	Cc1ccc(S(=O)(=O)Nc2ccc(Oc3cccnc3)nc2)cc1	-2.3	1159	·	·	·	·	·	-0.496	-0.234	-0.281	0.21	i	21.5	i	0.5	-0.22	1463	9.3	633
3	COC(=O)Cc1[nH]n(-c2nc3ccccc3s2)c(=O)c1C(C)=O	2.3	1111	13.5%	1.5	1.4	5.0	1.1	-0.822	0.148	-0.182	0.699	i	42.4	i	2.4	0.82	848	-1.7	758
4	Cc1ccc(O)c(NC2=C(Cl)C(=O)N(Cc3ccccc3)C2=O)c1	-0.3	1488	26.9%	4.2	2.1	9.6	1	1.98	0.233	1	-2.47	·	·	i	1.0	·	·	-16.0	619
5	CCOc1ccc(Br)cc1S(=O)(=O)Nc1ccc(NC(=O)c2ccccc2C)cc1	-0.1	1035	16.9%	4.0	3.3	9.1	1	1.12	-0.286	0.226	-0.661	i	43.3	·	·	·	·	-33.6	479
6	O=C(O)c1cnc(-c2ccccc2)nc1Sc1ccc(Cl)cc1	-2.1	1339	-2.8%	2.1	1.2	9.8	1	-0.168	-0.137	0.615	0.714	i	39.5	i	0.8	0.41	1744	·	·
7	COc1ccc(NC(=O)C2CCN(C(=O)c3ccccc3)CC2)c(OC)c1	0.6	714	0.7%	2.5	1.0	2.1	1.1	-1.59	0.0821	-0.64	0.86	i	23.1	i	8.3	0.08	1250	·	·
8	COc1ccc(-c2cc(C(=O)NCc3cccnc3)no2)cc1	-0.9	1427	10.6%	0.9	1.0	8.8	1.1	-0.208	-0.205	-0.269	0.43	i	12.5	i	1.0	0.17	1518	·	·
9	CC(C)Cc1nc(Cl)c(C#N)c2c1CCC2	-1.4	1056	·	·	·	·	·	-0.895	-0.242	-0.573	0.551	i	58.2	i	0.4	·	·	-3.8	699
10	CCCn1c(=O)c2ccccc2n2c(SCCOc3ccc(Cl)cc3)nnc12	-4.0	916	-6.7%	1.6	1.7	1.2	1.1	2.19	-0.146	2.15	-0.851	i	30.7	i	6.1	0.49	1221	·	·
11	Cc1cc(NC(=O)CCNS(=O)(=O)c2cc(Br)cnc2N)ccc1Br	·	·	10.4%	1.0	1.2	7.8	1	0.852	-0.295	0.531	-0.606	·	·	i	3.7	-1.1	959	·	·
12	COc1ccc(N(CCN2C(=O)c3ccccc3C2=O)C(=O)c2cccc([N+](=O)[O-])c2)cc1	0.1	923	7.8%	2.6	2.3	4.6	1.2	-0.629	-0.193	-0.45	-0.119	i	60.8	i	0.5	3.09*	1438*	4.4	648
13	O=[N+]([O-])c1ccc(NCCNS(=O)(=O)c2ccccc2)c(C(F)(F)F)c1	0.5	1289	5.8%	0.5	0.6	8.2	1	0.0894	-0.0693	-0.193	0.362	i	52.5	i	1.7	-0.31	1504	·	·
14	Cc1ccc(OCc2nc(-c3ccc(-n4cccc4)cc3)no2)cc1C	·	·	-4.3%	2.1	2.2	3.8	1.1	1.07	-0.0833	0.776	-1	i	47.6	i	3.7	-0.8	828	·	·
15	NC(=O)CC1NC(=O)c2cc([N+](=O)[O-])cc(I)c2OCCC(C(N)=O)NC(=O)[C@@H]2CCCN2C1=O (stereo partly drawn)	3.6	566	-23.2%	4.5	1.9	4.7	1.1	0.692	-0.257	0.635	0.552	i	9.7	·	·	0.21	1174	-8.8	677
16	Cc1cc2cc(CNC(=O)Cc3ccc([N+](=O)[O-])cc3)ccc2[nH]1	-1.0	1065	6.7%	4.1	2.3	9.1	1	0.396	-0.13	0.108	0.185	i	16.9	i	0.6	-0.25	1639	0.0	620
17	N#C/C(=C\c1ccc(-c2cccc([N+](=O)[O-])c2)o1)c1nnc(N2CCOCC2)n1-c1ccccc1	0.4	1520	-2.3%	4.1	2.8	1.4	0.9	0.472	0.563	0.125	-0.292	i	51.3	·	·	·	·	-4.6	658
18	N#Cc1cnn2c(-c3cccc(C(F)(F)F)c3)ccnc12	0.5	1284	·	·	·	·	·	0.162	-0.179	0.403	-0.203	i	59.0	i	0.4	-0.41	881	13.1	681
19	COc1ccccc1NS(=O)(=O)c1ccc(NN=C2CCCCC2)c([N+](=O)[O-])c1	0.7	571	6.4%	5.1	1.8	9.8	0.9	-1.17	-0.295	-0.991	0.791	i	7.5	i	0.9	-0.44	1208	-35.0	660
20	COc1cc(CNCc2cccnc2)ccc1OCC(=O)NC(C)(C)C	-1.3	988	-2.1%	2.4	1.8	7.3	1	-0.426	-0.291	0.169	0.394	i	56.0	i	0.2	-0.09	1398	-14.2	721
21	CC(c1c(O)c2ccccc2[nH]c1=O)C1(C)CCC(O)C(C)(C)O1 (stereo not drawn)	-0.6	1019	12.6%	2.8	1.7	7.8	1	-0.529	-0.167	-0.165	0.504	i	19.2	i	2.4	1.39	1423	-1.4	731
22	Cc1c(CCC(=O)O)c(=O)oc2cc3occ(-c4ccccc4)c3cc12	-2.3	1221	·	·	·	·	·	0.0559	-0.286	-0.26	0.255	i	26.8	i	0.3	0.04	1353	-31.0	679
23	Nc1nc(N)c2sc3nc(C(F)(F)F)cc(C(F)(F)F)c3c2n1	-0.5	1094	4.7%	4.8	4.3	8.0	1	-1.2	3.59	-0.525	0.293	i	56.1	i	1.4	·	·	18.5	780
24	CCOCCCN(C(=O)Cn1nnc(-c2ccc(C)o2)n1)C(C(=O)NCC1CCCO1)c1ccc(F)cc1 (stereo not drawn)	0.3	1383	·	·	·	·	·	0.201	-0.672	-0.2	0.391	i	48.5	i	0.9	0.47	926	-1.2	615
25	CCN1CCN(Cc2cc(=O)oc3ccc(C)cc23)CC1	0.2	1368	·	·	·	·	·	0.256	-0.259	0.0787	-0.535	i	40.4	i	0.4	0.3	1120	-3.0	713
26	CCOC(=O)C1(CC2CCCCO2)CCN(S(=O)(=O)c2cc(C)cs2)CC1 (stereo not drawn)	-1.3	1041	-0.1%	0.8	1.4	7.5	1	0.471	-0.308	0.267	0.466	i	14.6	i	1.8	0.15	1422	13.9	768
27	Cc1cc(C)cc(CC(Cc2nc3ccccc3[nH]2)c2nc3ccccc3[nH]2)c1 (stereo not drawn)	0.4	1067	15.6%	5.4	1.8	14.2	1.6	0.0367	-0.195	-0.159	0.464	i	16.6	i	1.2	0.22	1828	-26.3	685
28	O=C(C(=O)N1CCCC1CO)N1CCCC1CO (stereo not drawn)	-3.3	947	5.9%	3.5	2.9	5.7	1	-1.28	-0.244	-0.265	0.822	i	49.6	i	0.5	0.1	1580	-0.5	710
29	COc1cccc(C(=O)Nc2ccccc2N2CCCC2)c1	·	·	3.1%	4.0	2.0	4.1	1.1	0.68	-0.203	0.00486	-0.71	i	17.7	i	0.5	-0.93	1280	-21.4	786
30	Cc1cc(N)ccc1S(C)(=O)=O	0.2	1000	-0.4%	3.4	2.0	2.8	1.1	1.96	-0.0689	1.55	-2.37	i	23.4	i	1.4	0.2	1218	8.5	769
31	COC(=O)C(Cc1ccccc1)N1CCS(=O)(=O)CC1 (stereo not drawn)	0.4	1511	0.5%	1.7	1.6	4.5	1	-0.499	-0.267	-0.136	0.796	i	24.1	i	0.7	-1.1	1456	-12.7	733
32	CCC(C)NC(=O)N1c2ccccc2Sc2ccccc21 (stereo not drawn)	2.0	1302	·	·	·	·	·	0.139	-0.221	-0.185	0.0572	i	10.9	i	0.7	-1.22	1407	-12.6	700
33	COc1ccc(-c2c(C)oc3c(CN4CCOCC4)c(O)ccc3c2=O)cc1	0.4	1330	·	·	·	·	·	0.667	-0.14	0.578	-0.0146	i	23.7	i	0.5	-0.05	938	-9.2	686
34	C(=N\n1cnnc1)/c1cn(Cc2ccccc2)c2ccccc12	-1.2	793	1.3%	6.6	4.1	5.6	1.1	-0.972	-0.191	-0.131	3.61	i	18.9	i	7.2	-0.03	1279	·	·
